T cell modulator: modulates CD8 T cell binding to vesicles. 2C CD8+ T cell-vesicle binding, flow cytometry; stronger effect = lower value. calls only at 7 µM. 330,000 tested, 0.068% active;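 active = response, share of CD8 T cells binding vesicles, and their 90th percentile fluorescence all below set limits, cut at about 80% in these data, passing the limit was not always enough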
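Assay system: 2C TCR transgenic mouse naive CD8+ T cells, MACS-purified | Read-out: CD8+ gate FL2 mean fluorescence as % of same-row positive control | Signal: High-throughput flow cytometry with anti-B7-1 and anti-CD8 staining | Timing: Binding step 1.5 h, 37 °C, antibody labelling 20 min, ice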
NTR1 ag: NTR1-driven beta-arrestin-GFP spot formation – imaging, U2OS cells, high content, primary screen (AID 493036); agonist mode; activation, % at 20 µM; P30989; 330,000 tested, 0.17% active;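 active = activation at or above 40% of the spot to cytoplasm intensity ratio, with at least 20 cells analyzed; inconclusive = wells under 20 cells, flagged as cytotoxic or low count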;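 note: 0% = DMSO without peptide and 100% = 100 nM NTR1 peptide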
Target sequence (P30989 whole entry, looked up): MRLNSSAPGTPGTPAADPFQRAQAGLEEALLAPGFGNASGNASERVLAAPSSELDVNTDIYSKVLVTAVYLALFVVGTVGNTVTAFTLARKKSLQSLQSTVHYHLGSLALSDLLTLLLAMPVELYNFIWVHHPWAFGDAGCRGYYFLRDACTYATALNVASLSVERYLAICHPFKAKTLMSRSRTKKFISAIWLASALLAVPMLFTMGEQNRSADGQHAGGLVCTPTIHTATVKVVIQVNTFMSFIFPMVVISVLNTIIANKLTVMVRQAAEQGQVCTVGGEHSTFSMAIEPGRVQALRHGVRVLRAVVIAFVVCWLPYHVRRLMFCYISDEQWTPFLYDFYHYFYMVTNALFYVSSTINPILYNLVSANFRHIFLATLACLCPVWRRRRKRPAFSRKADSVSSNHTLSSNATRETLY
West Nile antiviral: inhibition of WNV-induced cytopathic effect – cell-based, CPE readout (AID 1621); CPE inhibition, % at 10 µM; hits with a dose series show IC50 in µM; 290,000 tested, 0.02% active; West Nile virus-infected cells, CPE inhibition; higher % means a stronger effect; in the data active = a potency from the dose series; inconclusive = CPE inhibition mostly from about 3.7% at the one dose, without a potency; inactive = the rest, 99 in 100 with CPE inhibition below about 2.2%; note: strong numbers were not always called active
UTI89 phage lysis: protection from phage-mediated lysis, alamar blue read-out – E. coli UTI89, K1F phage, bacterial capsule biogenesis inhibitors (AID 488966). E. coli UTI89 K1F phage lysis, alamar blue, 2 h; higher % means a stronger effect. one-dose inhibition, % at 100 µM; IC50 in µM for titrated hits. 340,000 tested, 0.02% active;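 active = phage lysis inhibition, versus mean bacterial control, above a set limit; inconclusive = no clear call, values can overlap the other calls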;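 note: capsule biogenesis inhibitors block K1F phage lysis so surviving cells raise fluorescence; higher fluorescence means more inhibition of phage lysis; actives were called in the ten point dose series up to 300 µM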
Large T inhibition: SV40 large T antigen inhibitors, biochemical (AID 1903) | 310,000 tested, 0.39% active | one-dose inhibition, % at 20 µM; IC50 in µM for titrated hits | SV40 large T antigen ATPase/helicase inhibition assay; higher % means a stronger effect; in the data active = a potency from the dose series; inconclusive = inhibition mostly from about 32% at the one dose, without a potency; inactive = the rest, 99 in 100 with inhibition below about 32%; note: strong numbers were not always called active
RSV CPE inhibition: RSV antiviral activity via CPE protection, HEp-2 cells, primary 10 µM value included (AID 2391); HEp-2 cells, RSV-induced CPE inhibition; higher % means a stronger effect; CPE inhibition, % at 10 µM; hits with a dose series show IC50 in µM; 310,000 tested, 0.13% active; in the data active = a potency from the dose series; inconclusive = CPE inhibition mostly from about 23% at the one dose, without a potency; inactive = the rest, 99 in 100 with CPE inhibition below about 21%; note: strong numbers were not always called active
Salmonella PhoP GFP: inhibitors of PhoP regulon expression, primary screen, Salmonella Typhimurium, GFP reporter (AID 1863) | 300,000 tested, 0.16% active | inhibition, % at 50 µM, or IC50 in µM where a hit was titrated | S. Typhimurium PhoP-regulated promoter GFP reporter, 4 h; higher % means a stronger effect;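 active = inhibition over 29.93%, a cutoff 3 SD above the screen mean, later confirmed by dose response; inconclusive = inhibition over 29.93% but no dose response follow-up; inactive = inhibition at most 29.93% or unconfirmed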;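 note: 0% = low Mg2+ inducing control and 100% = high Mg2+ repressing control; strong numbers were not always called active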
Rac1 GTP hydrolysis: MgcRacGAP GTPase-activating activity inhibitors, confirmation, biochemical, ADP Hunter fluorescence; inhibition, % at 30 µM; hits with a dose series show IC50 in µM; MgcRacGAP-stimulated Rac1 GTP hydrolysis, ADP Hunter fluorescence; higher % means a stronger effect; GST-tagged Rac1 F28L mutant substrate; AID 624330; 340,000 tested, 0.6% active;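 active = first-screen hits whose inhibition reached a set limit at any dose in the follow-up dose series; inconclusive = inhibition above the set first-screen limit but never retested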;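 note: fluorescence reports GDP produced by GAP-driven GTP hydrolysis; strong numbers were not always called active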
Dengue-2 NS5 capping: flavivirus cap methylation enzyme inhibition – biochemical, confirmation dose response, primary screen (AID 588689). 340,000 tested, 0.3% active. Dengue-2 NS5 methyltransferase capping enzyme assay, biochemical; higher % means a stronger effect. inhibition, % at 25 µM; hits with a dose series show IC50 in µM; in the data active = a potency from the dose series; inconclusive = inhibition above about 29% without an active follow-up result
T cell modulator vesicle-bound %: further read-out of T cell modulator, marked with its call; double positive events, %; measured here: CD8+ vesicle-bound cell fraction;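 binding gate set so that unloaded-vesicle control wells show 10% double positive cells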
NTR1 ag cell count 20 µM: further read-out of NTR1 ag, marked with its call; cell count; measured here: cell count, cytotoxicity flag
An asterisk follows results filed as active; i = inactive; u = inconclusive; x = not tested or not shown; [ ] = dose if it differs, or a comment.

SMILES	T cell modulator	T cell modulator vesicle-bound %	NTR1 ag	NTR1 ag cell count 20 µM	West Nile antiviral	UTI89 phage lysis	Large T inhibition	RSV CPE inhibition	Salmonella PhoP GFP	Rac1 GTP hydrolysis	Dengue-2 NS5 capping
Cn1c(Br)nc2c1c(=O)n(Cc1ccccc1)c(=O)n2C	i	64	3.7	50	-0.6%	0.1%	-11%	-1.2%	-2%	7%	-8%
CC(C)(C)NC(=O)NC(=O)CN1CCCCC1	i	30	0.9	43	-0.2%	0.6%	-2%	0.6%	-1%	4%	-8%
COc1ccc(C2(O)CCN(C(=O)c3ccc4c(c3)OCO4)CC2)cc1	i	48	1.7	50	-0.2%	1.4%	-4%	1.6%	-2%	4%	3%
O=c1nc(NCc2ccco2)sc2ncccc12	i	4	0.2	57	-0.1%	-0.1%	4%	0.0%	13%	3%	-6%
Nc1nnc(SCC(=O)Nc2ccccc2N2CCOCC2)s1	i	27	-1.8	45	x	i	8%	1.8%	0%	5%	-1%
COc1ccc(Oc2ccc(/C=N/NC(=O)c3cccnc3)cc2[N+](=O)[O-])cc1	i	37	0.4	34	-1.0%	-1.1%	10%	3.0%	-1%	-5%	-4%
C/C(=N\O)C1(C)N(O)C(C)(C)C(c2ccco2)=[N+]1[O-] (centres undefined)	i	56	-1.8	99	0.6%	0.5%	2%	0.1%	11%	4%	-17%
CCN1C(=O)[C@H]2[C@@H](c3ccc(-c4ccccc4)cc3)N3CCC[C@@]3(C(=O)OC)[C@H]2C1=O	x	x	0.0	79	x	-0.8%	0%	0.7%	x	2%	0%
O=C(CSc1nc2ncc(Cl)cc2[nH]1)NC1CCS(=O)(=O)C1 (centres undefined)	i	29	-0.8	65	0.1%	-0.1%	8%	-0.7%	-2%	11%	1%
Cc1ccc2[nH]c(=O)c(COC(=O)C3CCCCC3)cc2c1	i	45	2.6	53	0.3%	1.1%[50 µM]	7%	48%	-6%	3%	-5%
CCOC(=O)C1=C(N)OC2=C(C(=O)CC(C)(C)C2)C1c1ccco1 (centres undefined)	i	37	-2.3	88	-0.2%	0.1%	6%	0.3%	-3%	0%	-2%
Cn1nnc2cc(C(=O)Nc3cccnc3)ccc21	i	40	0.8	37	0.1%	5.7%	12%	1.8%	13%	-2%	4%
COc1cc2c(cc1OC)C(C1C(=O)CC(C)CC1=O)N(C(=O)CCl)CC2 (centres undefined)	i	50	-0.5	92	-0.7%	0.2%	-1%	1.6%	4%	8%	8%
Cc1cc(C)c2c(N)c(C(=O)Nc3ccc(F)cc3)sc2n1	i	12	2.8	94	0.5%	0.1%	3%	5.2%	-3%	x	-3%
O=C(COc1cccnc1[N+](=O)[O-])N1CCc2ccccc21	i	63	-0.5	94	0.1%	-1.1%	20%	1.3%	3%	1%	x
O=C1c2ccccc2-n2c1nc1ccccc1c2=O	i	23	-0.7	80	-0.7%	0.2%	5%	0.7%	0%	6%	3%
CCc1ccc(C(=O)CCC(=O)Nc2cccc(S(=O)(=O)N3CCCCC3)c2)cc1	x	x	4.3	62	x	-0.2%[50 µM]	x	x	x	7%	0%
CCN(CC)C(=O)C1CC(=O)N(c2ccc(OC)cc2)C1c1ccc(OC)cc1 (centres undefined)	i	57	2.1	66	3.0%	0.1%	11%	0.4%	1%	5%	2%
COc1ccc(N(C)S(=O)(=O)c2ccc3c(c2)NC(=O)CC(=O)N3)c(OC)c1	i	11	-2.1	57	1.0%	0.5%	6%	1.2%	-1%	-2%	5%
Cc1c(NC(=O)c2cccc(NC(=O)c3ccco3)c2)cccc1C(=O)O	i	69	-0.6	46	0.0%	1.4%	1%	-1.0%	-7%	3%	-1%
Cc1ccc(NC(=O)COC(=O)C2CCN(c3ccc(C(F)(F)F)cn3)CC2)cc1C	i	43	5.7	54	x	0.1%[50 µM]	4%	-1.7%	-5%	4%	-10%
O=S(=O)([N-]c1nc2ccccc2nc1-[n+]1ccc(-c2ccncc2)cc1)c1ccccc1	i	52	-0.7	92	0.3%	0.2%	8%	2.4%	-5%	11%	u
Cc1ccc(S(=O)(=O)CC(=O)Nc2ccc(S(=O)(=O)Nc3onc(C)c3C)cc2)cc1	i	19	0.7	49	-0.1%	-0.8%	6%	0.3%	3%	2%	-3%
O=C(NCC(c1ccco1)N1CCCCC1)c1cccnc1 (centres undefined)	i	42	5.4	76	x	0.2%[50 µM]	x	1.9%	x	0%	6%
CCN(N)C(=S)Nc1ccc(F)cc1	i	34	-0.1	67	-0.1%	0.3%	7%	2.2%	3%	7%	-1%
CCOCC(=O)Nc1c(C(=O)Nc2ccc3c(c2)OCCO3)oc2ccccc12	i	46	3.2	68	0.1%	0.1%	8%	0.4%	3%	9%	-2%
CN(C)CCCN(C(=O)COc1ccccc1)c1nc2cc3c(cc2s1)OCCO3	i	24	2.1	49	0.1%	0.1%	5%	-1.0%	-10%	5%	0%
CC1CC1C(=O)Nc1nc(-c2ccccc2)cs1 (centres undefined)	i	52	0.9	55	0.1%	0.3%	9%	2.9%	-9%	11%	-8%
Cc1ccc(-c2nnn3c2nc(NC(C)C)c2ccccc23)cc1	i	22	13	112	-0.3%	0.3%	1%	1.7%	-1%	8%	1%
COc1ccc(S(=O)(=O)N2CCCC2C(=O)Nc2nc3c(s2)CCCC3)cc1 (centres undefined)	i	14	0.2	41	0.7%	0.0%	20%	5.7%	-1%	9%	3%

For reference, some entries already given:
SMILES	T cell modulator	T cell modulator vesicle-bound %	NTR1 ag	NTR1 ag cell count 20 µM	West Nile antiviral	UTI89 phage lysis	Large T inhibition	RSV CPE inhibition	Salmonella PhoP GFP	Rac1 GTP hydrolysis	Dengue-2 NS5 capping
CCOCC(=O)Nc1c(C(=O)Nc2ccc3c(c2)OCCO3)oc2ccccc12	i	46	3.2	68	0.1%	0.1%	8%	0.4%	3%	9%	-2%
CN(C)CCCN(C(=O)COc1ccccc1)c1nc2cc3c(cc2s1)OCCO3	i	24	2.1	49	0.1%	0.1%	5%	-1.0%	-10%	5%	0%
CC1CC1C(=O)Nc1nc(-c2ccccc2)cs1 (centres undefined)	i	52	0.9	55	0.1%	0.3%	9%	2.9%	-9%	11%	-8%
Cc1ccc(-c2nnn3c2nc(NC(C)C)c2ccccc23)cc1	i	22	13	112	-0.3%	0.3%	1%	1.7%	-1%	8%	1%
COc1ccc(S(=O)(=O)N2CCCC2C(=O)Nc2nc3c(s2)CCCC3)cc1 (centres undefined)	i	14	0.2	41	0.7%	0.0%	20%	5.7%	-1%	9%	3%

Next results.
SMILES	T cell modulator	T cell modulator vesicle-bound %	NTR1 ag	NTR1 ag cell count 20 µM	West Nile antiviral	UTI89 phage lysis	Large T inhibition	RSV CPE inhibition	Salmonella PhoP GFP	Rac1 GTP hydrolysis	Dengue-2 NS5 capping
COC(=O)c1ccc(/C=C/C(=O)OCC(=O)NCc2cccs2)cc1	i	10	-1.5	51	x	2.5%	x	x	x	-11%	3%
Cc1cccc(Oc2ncnc3onc(C)c23)c1C	i	52	-0.4	38	0.6%	0.2%	4%	0.5%	9%	5%	-7%
CNc1nc(SCc2ccccc2Cl)nc2c1CCCC2	i	40	13	45	-0.5%	-1.2%	3%	10%	3%	8%	-8%
CCCCn1c(N)c(N(CCC(C)C)C(=O)CCCc2nc3ccccc3s2)c(=O)[nH]c1=O	i	29	0.2	67	-0.5%	-0.3%	-1%	-1.2%	6%	4%	1%
COc1ccc(CCC(=O)NCc2cnn(C)c2)cc1	i	23	-1.5	68	0.5%	-0.6%	5%	-0.3%	-1%	5%	-3%
O=C(N/N=C1\CC2CC=CC12)c1ccccc1Cl (centres undefined)	i	63	0.3	89	-0.5%	0.3%	7%	-1.3%	-5%	-3%	-6%
Cc1ccc(-c2cc(C(=O)N/N=C/c3c(C)nn(C)c3C)c3ccccc3n2)cc1C	i	27	12	76	0.4%	3.5%	12%	5.8%	-9%	6%	-6%
Cc1noc(NS(=O)(=O)c2ccc(NC(=O)c3cccc(S(=O)(=O)Nc4ccccc4F)c3)cc2)c1C	i	40	2.7	61	x	0.1%[50 µM]	x	x	x	4%	-5%
O=C(Cc1nnc(NC(=O)c2cccc([N+](=O)[O-])c2)s1)NCc1ccccc1	i	67	1.1	41	-0.6%	0.1%	13%	0.0%	-6%	1%	1%
CNC(=S)N1CCC(n2cnc3ccccc32)CC1	i	48	-0.1	86	0.2%	-1.1%	25%	0.7%	5%	7%	-4%
CC(=O)c1ccc(N2CCN(CN3C(=O)CC4(CCCC4)C3=O)CC2)c(F)c1	i	51	0.2	104	-0.5%	0.2%	7%	1.3%	-1%	6%	1%
O=C(c1cc2ccccc2o1)N1CCN(S(=O)(=O)c2ccc(Cl)s2)CC1	i	31	2.6	56	x	0.2%[50 µM]	x	3.3%	x	0%	-4%
Cc1ccc(CN2CCN(CC(=O)N/N=C/c3ccccc3F)CC2)cc1	i	12	0.2	55	0.5%	-0.4%	8%	14%	-5%	-5%	-5%
COc1ccccc1NC(=O)CSc1nc(=O)n2cc(C)ccc2n1	i	52	-0.1	67	x	1.8%[50 µM]	11%	3.0%	-7%	0%	3%
N#CCC(=O)Nc1ccc(C(=O)N2CCN(c3ccccn3)CC2)cc1	i	31	1.6	58	-0.6%	0.1%	4%	0.2%	4%	2%	-9%
O=C(NCc1ccccc1)C1CCC(CNS(=O)(=O)c2cccs2)CC1 (centres undefined)	i	21	42*	55*	-0.1%	0.3%	10%	0.1%	-5%	4%	-5%
Cc1cccc(N=Nc2c(C)nn(-c3ccccc3)c2N)c1C	i	42	4.8	54	-1.6%	1.4%	-4%	3.8%	22%	7%	-26%
CCc1cccc(OCCOCCN2CCCC2)c1	i	11	2.0	78	-0.6%	4.2%	5%	-0.9%	13%	12%	-4%
Cc1nc2c(=O)n(-c3ccc(F)c(Cl)c3)nc(C)c2s1	i	58	0.5	47	-0.5%	x	2%	5.2%	-9%	x	x
CCC[C@@H](CN1CCC[C@H]1CN1C(N)=NC[C@@H]1Cc1ccccc1)N1C[C@@H](Cc2ccccc2)N(CCCC2CCCC2)C1=N	i	12	-1.0	70	x	i	x	x	x	3%	-6%
